Screens from PubChem BioAssay.
Apaf-1 inh: human Apaf-1 inhibition. O14727. reconstituted apoptosome caspase-3 activity, DEVD-Rh110 fluorescence. inhibition, % at 20 µM. 330,000 tested, 0.71% active; active means inhibition of at least 40% at 20 µM;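 further: plate controls were DMSO wells for no effect and DEVD-CHO caspase inhibitor wells for full effect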
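Material: cell-free apoptosome with Apaf-1, procaspase-3 and caspase-9; Buffer or medium: Hepes pH 7.5 with detergent and BSA; Reagent: cytochrome c trigger plus (Z-DEVD)2-Rh110 caspase-3 substrate; Times: compound with Apaf-1, dATP, procaspase-3 30 min, then 50 min reaction, room temperature; Technique: Rh110 fluorescence intensity.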
HKDC1 inh: HKDC1 (human) hexokinase inhibition. Q2TB90. recombinant HKDC1, G6PDH/diaphorase resazurin coupled fluorescence. inhibition, % at 20 µM. 340,000 tested, 0.16% active. AID 493160;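 active means inhibition above about 35% when tested at 20 µM, limit read from the data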;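 further: plate controls were DMSO wells with enzyme for no effect and DMSO wells lacking enzyme for full effect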
Target sequence (Q2TB90 whole entry, looked up): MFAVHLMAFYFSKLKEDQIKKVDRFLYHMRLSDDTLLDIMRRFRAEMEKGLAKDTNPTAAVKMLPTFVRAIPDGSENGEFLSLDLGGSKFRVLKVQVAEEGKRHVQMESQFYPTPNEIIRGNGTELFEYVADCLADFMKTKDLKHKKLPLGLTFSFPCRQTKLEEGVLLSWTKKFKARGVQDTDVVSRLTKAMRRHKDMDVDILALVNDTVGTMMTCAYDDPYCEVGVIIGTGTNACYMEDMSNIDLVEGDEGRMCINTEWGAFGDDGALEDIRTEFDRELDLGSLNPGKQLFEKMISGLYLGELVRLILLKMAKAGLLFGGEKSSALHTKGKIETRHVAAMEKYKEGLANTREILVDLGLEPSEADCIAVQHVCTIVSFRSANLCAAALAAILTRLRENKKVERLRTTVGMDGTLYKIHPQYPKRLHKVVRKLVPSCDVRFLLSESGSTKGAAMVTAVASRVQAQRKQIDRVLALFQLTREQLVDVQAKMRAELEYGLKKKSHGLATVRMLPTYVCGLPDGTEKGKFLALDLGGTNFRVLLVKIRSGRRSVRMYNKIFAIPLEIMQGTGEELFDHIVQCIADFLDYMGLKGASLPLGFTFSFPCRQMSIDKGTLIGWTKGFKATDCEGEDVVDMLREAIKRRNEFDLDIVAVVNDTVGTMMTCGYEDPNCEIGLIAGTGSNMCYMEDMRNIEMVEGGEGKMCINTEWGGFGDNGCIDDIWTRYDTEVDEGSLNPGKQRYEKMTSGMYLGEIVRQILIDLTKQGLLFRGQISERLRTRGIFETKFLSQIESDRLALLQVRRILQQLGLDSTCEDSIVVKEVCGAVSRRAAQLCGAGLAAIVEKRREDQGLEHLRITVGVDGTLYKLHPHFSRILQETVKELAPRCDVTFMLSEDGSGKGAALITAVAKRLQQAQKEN
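System: Recombinant HKDC1 hexokinase | Amount: HKDC1 at 5 µg/mL | Reagent: Glucose with 1 mM ATP | Doses: Single 20 µM dose | Incubation: Reaction time 90 min, room temperature, protected from light | Signal: Coupled resazurin fluorescence, excitation 525 nm, emission 613 nm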
697 NFkB inh: inhibitors of the PMA/ionomycin-induced NF-kB reporter in 697 B cells; 330,000 tested, 0.33% active; 697 B-cell NF-kB luciferase reporter, 16 h; inhibition, % at 4 µM; in the data active means inhibition above about 35%
Gli-Sufu antag: antagonists of Gli-Sufu signaling; Sufu-KO-LIGHT fibroblasts, Gli luciferase reporter luminescence; inhibition, % at 5 µM; 340,000 tested, 0.74% active; AID 588413;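 active means inhibition above about 55%, limit read from the data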;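 further: 0% = DMSO-treated cells and 100% = wells with medium but no cells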
SENP7 inh: inhibitors of human SENP7 protease; inhibition, % at 5 µM; Q9BQF6; recombinant SENP7, Z-RLRGG-aminoluciferin luminescence, 40 min; 330,000 tested, 1.5% active;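 active means inhibition above about 50% at the single test dose, limit read from the data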;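 further: plate controls were DMSO with enzyme for no effect and no enzyme buffer wells for full effect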
SENP8 inh: SENP8 protease inhibition | purified SENP8, Z-RLRGG-aminoluciferin cleavage, luminescence | AID 2540 | inhibition, % at 10 µM | 330,000 tested, 1.2% active | Q96LD8
Jurkat NFkB inh: lowers PMA/ionomycin-induced NF-kB signal in Jurkat cells; AID 435003; inhibition, % at 4 µM; PMA/ionomycin-induced NF-kB luciferase reporter, luminescence; 330,000 tested, 0.53% active
UBC13 polyUb: inhibitors of human UBC13 polyubiquitin chain formation. P61088. TR-FRET. inhibition, % at 20 µM. 330,000 tested, 0.47% active. AID 485273; in the data active means inhibition above about 45%, passing the limit was not always enough; inconclusive means no clear call, values can overlap the other calls
Target sequence (P61088 whole entry, looked up): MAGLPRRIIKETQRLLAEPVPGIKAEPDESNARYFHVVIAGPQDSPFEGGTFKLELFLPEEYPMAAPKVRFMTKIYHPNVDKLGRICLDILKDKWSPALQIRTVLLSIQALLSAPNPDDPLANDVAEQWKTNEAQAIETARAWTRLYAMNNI
An asterisk follows results filed as active; i = inactive; u = inconclusive; x = no result given. Unless noted, no stated cut-off is given here; in the data, active means inhibition above about 50%; inactive means the rest.

item | molecule | Apaf-1 inh | HKDC1 inh | 697 NFkB inh | Gli-Sufu antag
1 | Cc1cc2cc(CNC(=O)c3cc4ccccc4o3)ccc2n1C | 12 | x | -9 | x
2 | Cc1cc(-c2onc(C)c2C(=O)O)no1 | -1 | -3 | 14 | -1
3 | COc1ccc(Cl)cc1NC(=S)N(Cc1ccc(C(=O)O)cc1)Cc1ccc(OC)c(OC)c1 | 11 | -5 | 16 | 8
4 | CCOC(=O)N1CCC(NC(=O)C2CCCN(S(=O)(=O)c3cccc4nsnc34)C2)CC1 (configuration not stated) | 0 | -5 | 10 | 0
5 | CC(C)OC(=O)NC(Nc1ccccc1C(=O)O)(C(F)(F)F)C(F)(F)F | 2 | -7 | 15 | 4
6 | COc1ccc(C(=O)/C=C/Nc2ccc(C)cn2)cc1OC | 0 | 12 | -70 | -110
7 | COc1ccc(CNC(=O)COC(=O)c2cccc(S(=O)(=O)N3CCOCC3)c2)cc1 | 22 | -1 | 11 | x
8 | CCOC(=O)C1CCCN(Cc2ccc(O)c(OC)c2)C1 (configuration not stated) | 7 | -3 | -8 | 5
9 | Cc1ccnc(NC(=O)c2cccc(S(=O)(=O)N3CCOCC3)c2)c1 | 6 | -7 | -21 | -23
10 | CCOP(=O)(c1ccc(N(C)C)cc1)C(O)c1ccc(C)cc1 (configuration not stated) | 5 | -1 | 14 | 25

item | SENP7 inh | SENP8 inh | Jurkat NFkB inh | UBC13 polyUb
1 | -11 | -9 | 11 | 3
2 | 1 | -7 | -3 | -1
3 | 0 | 11 | -5 | -18
4 | 4 | 4 | 6 | -4
5 | -6 | -7 | 9 | 7
6 | 5 | 2 | -102 | -2
7 | -5 | -14 | -8 | -14
8 | 9 | -4 | -12 | 0
9 | -1 | -6 | -76 | -3
10 | 7 | 3 | -19 | 3

The last 2 entries of the section above are carried over, then new ones follow:
item | molecule | Apaf-1 inh | HKDC1 inh | 697 NFkB inh | Gli-Sufu antag
9 | Cc1ccnc(NC(=O)c2cccc(S(=O)(=O)N3CCOCC3)c2)c1 | 6 | -7 | -21 | -23
10 | CCOP(=O)(c1ccc(N(C)C)cc1)C(O)c1ccc(C)cc1 (configuration not stated) | 5 | -1 | 14 | 25
11 | CCOc1cccc(-c2c(C(=O)N/N=C(\C)c3cccnc3)nnn2-c2nonc2N)c1 | 1 | 1 | 11 | 4
12 | COc1cccc(C2C3=C(N=c4s/c(=C\c5ccccc5O)c(=O)n42)c2ccccc2CC3)c1OC (configuration not stated) | 9 | x | -20 | x
13 | Cc1nn(-c2ccccc2)c(C)c1C(=O)OC/C(O)=C(\C#N)c1nc2ccccc2[nH]1 | 13 | 6 | 0 | 8
14 | COc1ccc(C(=O)NCCc2nnc(SCC(=O)Nc3ccccc3F)n2C)cc1 | -28 | 0 | -1 | x
15 | CS(=O)(=O)c1cnc2c(S(=O)(=O)c3ccccc3)cnn2c1N | -10 | 2 | 21 | -9
16 | Cc1cc(-c2ccccc2)n2ncc(-c3ccccc3)c2n1 | 22 | 0 | i | -36
17 | O=C(Nc1c2c(nn1-c1cccc(Cl)c1)CS(=O)C2)c1ccc2c(c1)OCO2 (configuration not stated) | 3 | -8 | -11 | 0
18 | O=C(O)CN1C(=O)/C(=C/c2ccccc2Cl)Oc2ccccc21 | 8 | -2 | 2 | 4
19 | C=CCn1c(=S)[nH]c2sccc2c1=O | 0 | -5 | 18 | 3
20 | COC(=O)C1=C(C)NC(=O)/C1=C\c1cc(C)n(-c2cc(C)cc(C)c2)c1C | 24 | -3 | -13 | -3

item | SENP7 inh | SENP8 inh | Jurkat NFkB inh | UBC13 polyUb
9 | -1 | -6 | -76 | -3
10 | 7 | 3 | -19 | 3
11 | -5 | -2 | 9 | -5
12 | -3 | -2 | -15 | -50
13 | 11 | -1 | -2 | -7
14 | -7 | -12 | -13 | 15
15 | -8 | -5 | 6 | 10
16 | 24 | -7 | -202 | 6
17 | -1 | -2 | 5 | -1
18 | -4 | -6 | 1 | 13
19 | -3 | -2 | -5 | u
20 | 4 | 8 | -13 | -25

item | molecule | Apaf-1 inh | HKDC1 inh | 697 NFkB inh | Gli-Sufu antag
21 | COc1cccc(NC(=O)/C=C/c2ccco2)c1 | -12 | -2 | -41 | -71
22 | O=C(Nc1cccn(Cc2cccc(F)c2)c1=O)NC1CCCCC1 | 7 | 6 | 15 | -4
23 | CCOC(=O)c1c(NC(=O)/C=C/c2ccco2)sc(C)c1C | -1 | 0 | -80 | 19
24 | O=C(NCCC(=O)N1CCN(c2ccccc2O)CC1)c1ccc(Cl)cc1 | -4 | 3 | 7 | 2
25 | COc1ccc(N2CC(NS(=O)(=O)c3ccc(F)cc3)CC2=O)cc1 (configuration not stated) | 2 | -4 | -1 | -4
26 | O=C(COC(=O)C12CC3CC(CC(Br)(C3)C1)C2)NNC(=O)c1ccccc1 | 8 | -1 | 11 | -2
27 | C/C(=N/NC(=O)c1ccc2c(c1)OCO2)c1ccc(NC(=O)c2ccc(F)cc2)cc1 | 3 | 4 | -15 | -18
28 | Cc1noc(/C=C/c2nn(C)cc2Cl)c1[N+](=O)[O-] | 14 | -2 | -7 | 1
29 | COc1ccc(-c2c(-c3ccc(OCC(=O)NN)cc3O)n[nH]c2C)cc1OC | 14 | -4 | -1 | 3
30 | Brc1ccc(-c2csc(N3CCC(c4ccccc4)C3)n2)cc1 (configuration not stated) | -3 | -2 | -25 | -40

item | SENP7 inh | SENP8 inh | Jurkat NFkB inh | UBC13 polyUb
21 | 92* | 84* | -91 | 5
22 | 2 | -2 | 10 | 4
23 | -7 | -9 | -78 | -10
24 | 2 | -3 | 5 | 1
25 | -2 | 8 | 4 | 6
26 | -9 | -6 | 2 | 2
27 | -3 | -10 | -50 | -5
28 | -10 | -3 | -4 | -1
29 | -10 | -6 | -1 | 1
30 | 4 | -2 | -59 | 6

item | molecule | Apaf-1 inh | HKDC1 inh | 697 NFkB inh | Gli-Sufu antag
31 | COc1ccc(C(CNC(=O)C2COc3ccccc3O2)N2CCCC2)cc1 (configuration not stated) | 4 | -8 | 11 | 7
32 | O=C(CCOc1ccccc1F)N1CCN(c2ccccc2O)CC1 | 3 | -7 | -30 | -31
33 | Cc1nc2c(c(=O)c3ccccc3n2C)c(=O)n1-c1ccc(F)cc1 | -16 | 51* | -3 | -1
34 | CN(C)S(=O)(=O)c1ccc(NC(=O)COC(=O)C2COc3ccccc3O2)cc1 (configuration not stated) | 5 | 2 | 15 | -4
35 | Cc1ccc(NC(=O)C(=O)NCCc2c[nH]c3ccccc23)c(C)c1 | 2 | -7 | -15 | 13
36 | CCOC(=O)N1CCC(NC(=O)Cn2nc(-c3ccccc3)ccc2=O)CC1 | -21 | -5 | 9 | -6
37 | O=C(NNC1=NCCC1)C1CC1 | -7 | -6 | 4 | -2
38 | O=C(NCCN1CCN(C(=O)c2ccc([N+](=O)[O-])cc2)CC1)C(=O)Nc1ccc(F)cc1 | -22 | -3 | -7 | 20
39 | O=C(CSc1nc2[nH]c(=O)cc(O)c2s1)Nc1ccc(Br)cc1 | -3 | 7 | -11 | -4
40 | Brc1cc2c(cc1Cn1c(-c3cncs3)nc3ccccc31)OCO2 | 26 | 2 | 9 | 6

item | SENP7 inh | SENP8 inh | Jurkat NFkB inh | UBC13 polyUb
31 | 3 | -7 | 3 | 0
32 | 3 | 1 | -6 | 2
33 | -1 | -13 | 16 | 0
34 | 1 | 7 | 4 | 0
35 | -1 | 0 | 9 | 7
36 | 11 | 7 | -10 | 3
37 | 3 | -4 | -3 | 6
38 | -1 | -5 | 14 | -3
39 | 2 | 9 | 9 | -17
40 | -3 | 1 | -4 | 0

Limited to 697 NFkB inh, Jurkat NFkB inh and Gli-Sufu antag, for some of the entries so far:
no. | SMILES | 697 NFkB inh | Jurkat NFkB inh | Gli-Sufu antag
30 | Brc1ccc(-c2csc(N3CCC(c4ccccc4)C3)n2)cc1 (configuration not stated) | -25 | -59 | -40
7 | COc1ccc(CNC(=O)COC(=O)c2cccc(S(=O)(=O)N3CCOCC3)c2)cc1 | 11 | -8 | x
8 | CCOC(=O)C1CCCN(Cc2ccc(O)c(OC)c2)C1 (configuration not stated) | -8 | -12 | 5

New compounds follow
item | molecule | Apaf-1 inh | HKDC1 inh | 697 NFkB inh | Gli-Sufu antag
41 | Cc1ccc(NC(=O)C(C)N2C(=O)c3ccccc3C2=O)cc1C (configuration not stated) | -18 | -4 | -23 | 2
42 | CCC(C)N1C(=O)CCC1C(=O)N1CCN(c2ccccc2F)CC1 (configuration not stated) | -3 | -7 | -9 | 6
43 | Oc1[nH]c2ccccc2c1N=Nc1ccc(C(F)(F)F)cn1 | 16 | 3 | -45 | -12
44 | CN(Cc1c(F)cccc1Cl)S(=O)(=O)c1cccs1 | 8 | 0 | -11 | -2
45 | CC(NC(=O)Cn1nnc(-c2ccncc2)n1)c1ccccc1 (configuration not stated) | 0 | x | 19 | x
46 | CCCCc1nnc(NC(=O)Cc2ccc(OC)c(S(=O)(=O)N3CCOCC3)c2)s1 | 0 | 6 | 17 | -1
47 | O=C(Nc1cccc(S(=O)(=O)N2CCOCC2)c1)c1cccc(S(=O)(=O)N2CCCC2)c1 | 12 | -3 | 15 | 1
48 | CC(C)C[C@H](NC(=O)N1CCCCCC1)C(=O)O | -8 | -3 | 16 | -3
49 | Cc1nnc(SCC(=O)Nc2cccnc2Cl)s1 | 3 | -1 | 3 | -3
50 | CC(C)Cc1ccc(C(C)C(=O)Nc2nccs2)cc1 (configuration not stated) | -2 | -6 | -30 | 10

item | SENP7 inh | SENP8 inh | Jurkat NFkB inh | UBC13 polyUb
41 | 0 | -3 | 4 | -2
42 | -8 | -2 | 4 | 8
43 | 43 | -5 | -57 | -14
44 | -1 | 2 | 0 | 0
45 | 2 | -3 | 1 | 9
46 | 3 | -7 | -16 | -2
47 | -4 | 5 | 20 | 4
48 | 10 | -1 | -11 | -8
49 | 2 | 6 | 8 | 6
50 | 2 | -3 | 18 | -2

item | molecule | Apaf-1 inh | HKDC1 inh | 697 NFkB inh | Gli-Sufu antag
51 | COc1ccccc1N1CCN(C(=O)C2CCN(C(=O)c3ccccc3Cl)CC2)CC1 | -5 | -2 | -4 | 8
52 | CCOc1nc(Nc2ccc(OC)cc2)nc(N2CCOCC2)n1 | -8 | -6 | 3 | 3
53 | Cc1ccc(-n2c(=S)[nH]c3sc4c(c3c2=O)CCc2ccccc2-4)cc1 | 6 | 2 | 5 | 13
54 | CC1(C)C2([N+](=O)[O-])CN3CC1([N+](=O)[O-])CN(C2)C3c1ccccc1 (configuration not stated) | -8 | -13 | -5 | 1
55 | COc1ccc(NC(=O)CN(C)S(=O)(=O)c2cccc3cccnc23)cc1 | -2 | -7 | 7 | 11

item | SENP7 inh | SENP8 inh | Jurkat NFkB inh | UBC13 polyUb
51 | 5 | 1 | 5 | -8
52 | 2 | 6 | -2 | 0
53 | -3 | -3 | 4 | 19
54 | -5 | 1 | 2 | 10
55 | 2 | -2 | 9 | 3

Fetched one by one from above, two records:
item | molecule | Apaf-1 inh | HKDC1 inh | 697 NFkB inh | Gli-Sufu antag
52 | CCOc1nc(Nc2ccc(OC)cc2)nc(N2CCOCC2)n1 | -8 | -6 | 3 | 3
55 | COc1ccc(NC(=O)CN(C)S(=O)(=O)c2cccc3cccnc23)cc1 | -2 | -7 | 7 | 11

item | SENP7 inh | SENP8 inh | Jurkat NFkB inh | UBC13 polyUb
52 | 2 | 6 | -2 | 0
55 | 2 | -2 | 9 | 3

Shown as a hit in SENP7 inh, of those listed so far:
item | canonical_smiles | HKDC1 inh | 697 NFkB inh | SENP7 inh | Jurkat NFkB inh | UBC13 polyUb
21 | COc1cccc(NC(=O)/C=C/c2ccco2)c1 | -2 | -41 | 92* | -91 | 5

This is a random part of the collection; overall some 3.6% were active at least once.
